KCNQ2 block: KCNQ2 potassium channel inhibitors, primary screen, cell-based, CHO-K1, FluxOR thallium flux, B-score (AID 2156); O88943; 20 min; stronger effect = lower value; B-score at 10 µM; 310,000 compounds, 1.1% hits;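 active means fluorescence ratio B-score at most minus 3 library SDs, with starting brightness B-score within 2 library SDs, cut at about -5.5 in these data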
Target sequence (O88943 whole entry, looked up): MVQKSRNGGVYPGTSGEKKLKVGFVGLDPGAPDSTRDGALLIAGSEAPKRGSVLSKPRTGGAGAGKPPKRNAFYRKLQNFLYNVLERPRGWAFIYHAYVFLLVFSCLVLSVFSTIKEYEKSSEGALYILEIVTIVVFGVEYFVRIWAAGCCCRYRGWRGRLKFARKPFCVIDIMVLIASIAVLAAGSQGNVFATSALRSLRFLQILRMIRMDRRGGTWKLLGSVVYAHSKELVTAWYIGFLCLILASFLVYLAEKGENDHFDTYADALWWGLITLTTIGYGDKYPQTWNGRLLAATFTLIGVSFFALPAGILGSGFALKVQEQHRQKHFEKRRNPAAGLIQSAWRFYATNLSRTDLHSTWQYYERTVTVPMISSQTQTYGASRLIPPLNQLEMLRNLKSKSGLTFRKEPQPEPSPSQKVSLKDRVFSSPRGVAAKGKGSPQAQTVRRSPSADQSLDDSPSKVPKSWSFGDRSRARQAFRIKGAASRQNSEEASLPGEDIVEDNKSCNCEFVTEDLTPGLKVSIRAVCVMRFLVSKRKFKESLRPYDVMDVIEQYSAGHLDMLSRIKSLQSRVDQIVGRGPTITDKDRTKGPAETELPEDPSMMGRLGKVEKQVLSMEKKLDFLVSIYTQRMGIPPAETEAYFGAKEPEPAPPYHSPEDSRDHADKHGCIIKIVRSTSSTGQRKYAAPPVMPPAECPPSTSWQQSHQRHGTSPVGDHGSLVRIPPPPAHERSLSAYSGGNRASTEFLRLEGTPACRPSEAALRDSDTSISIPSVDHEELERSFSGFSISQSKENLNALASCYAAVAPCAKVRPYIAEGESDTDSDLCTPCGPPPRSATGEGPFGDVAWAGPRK
Kir21 block: inhibitors of mouse Kir2.1 inward-rectifier potassium channel; P35561; HEK293-Kir2.1, FluxOR thallium flux fluorescence; stronger effect = lower value; B-score at 10 µM; 310,000 compounds, 0.85% hits;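 active means fluorescence ratio B-score at or below minus 3 SD of library scores, with starting-brightness B-score within 2 SD, cut at about -4.2 in these data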;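 further: channel flux triggered by added potassium and thallium sulfate stimulus; B-score of peak minus minimum fluorescence over baseline after thallium stimulus; more negative B-score means stronger Kir2.1 block with less thallium influx; some compounds called inactive have numbers as strong as hits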
CHT block: inhibits the human high affinity choline transporter; CHT-expressing cells, membrane potential dye, choline response; stronger effect = lower value; Q9GZV3; B-score at 10 µM; 310,000 compounds, 0.86% hits; AID 488975;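 active means B-score over 3 SD under the library average, and starting fluorescence ratio not unusually high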;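 further: choline stimulus applied at its EC90 after an EC20 pre-addition; B-score computed on integrated fluorescence ratio after choline addition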
The depositor's hits bear a star; i = inactive; x = no result given.

Results follow in this order: KCNQ2 block, Kir21 block, CHT block
CC(=O)c1cc(C(=O)NC2CCCc3c2cnn3-c2cc(C)cc(C)c2)[nH]n1 (configuration not stated)
    i, -0.58, i
COCCN=c1scc(-c2cc(OC)c(OC)c(OC)c2)n1/N=C/c1c(C)[nH]c2ccccc12
    i, -0.33, i
Cn1c(-c2ccccc2)cnc1NCc1ccc(F)cc1
    i, -4.89*, x
CCO[C@H]1OC(C(=O)NCc2nc3ccccc3[nH]2)=C[C@@H](C2CCCCC2)[C@@H]1CCCO
    i, 1.84, i
S=c1nc[nH]c2c1cnn2Cc1ccccc1
    i, 1.03, i
Cc1c(NC(=S)NC(=O)C(C)(C)C)cccc1[N+](=O)[O-]
    i, 1.24, i
CC(=O)Nc1cccc(OCCCNS(=O)(=O)c2ccc(F)cc2)c1
    i, 1.6, i
CCOC(=O)Nc1cc(NC(=O)OCC)c(C)nc1C
    i, 0.39, i
O=C(NCc1ccccc1)C1=C[C@@H](c2ccc(Br)cc2)C[C@@H](OCc2ccc(CO)cc2)O1
    i, 1.99, i
CCOc1cccc(=O)c2c(C)n(-c3ccc(C(=O)O)cc3)c(C)c12
    i, -0.41, i
C/C(=N\N(C)C)C1=C(O)c2ccccc2C1=O
    i, -0.04, i
CCn1nc(C)c(CN2CCC(Oc3ccc(C(=O)N4CCCC4)cc3)CC2)c1C
    i, -0.34, i
CC(C)(C)OC(=O)N1CCC(c2c(C(=O)NCC3CCN(C4CCCC4)C3)cnn2-c2ccccc2)CC1 (configuration not stated)
    i, -0.23, i
Cc1ccc(F)c(NC(=O)C2CCCCC2C(=O)O)c1 (configuration not stated)
    i, 1.2, i
Cc1cccc(C(=O)Oc2c(Br)cc(Br)cc2/C=N/NC(=O)c2ccncc2)c1
    i, 1.04, i
O=C(Nc1cccc(Br)c1)c1ccccc1-c1ccccc1
    i, -3.51, i
CC(C)(C)c1ccc(C(=O)CSc2n[nH]c(=O)[nH]c2=O)cc1
    i, -0.64, i
O=C(NC1CCCCC1)N1CCCCCCC1
    i, -0.01, i
Cc1ccc(N(CC(=O)N2CCOCC2)S(C)(=O)=O)cc1Cl
    i, 0.55, i
CC(OC(=O)CN(C)S(=O)(=O)c1ccc(Cl)cc1)C(=O)Nc1ccc(N2CCOCC2)cc1 (configuration not stated)
    i, -0.19, x
S=c1[nH]nc(-c2cc(-c3ccco3)[nH]n2)n1-c1ccccc1Cl
    i, 1.63, i
O=C(CN1CCOCC1)Nc1cccc([N+](=O)[O-])c1
    i, -1.26, i
CCOC(=O)Cn1c(=O)n(CC(=O)OCC)c2ccccc21
    i, -1.18, i
c1ccc2c(c1)OCCc1c-2[nH]c2ccccc12
    i, 0.54, i
O=c1c2ccccc2nc2n1C(CSCc1ccc(Cl)cc1)CS2 (configuration not stated)
    i, -2.34, i
CCC(C)NC(=O)C1CCC(CNS(=O)(=O)c2ccc3c(c2)CC(C)N3C(=O)C2CC2)CC1 (configuration not stated)
    i, -1.25, i
Cc1ccc(S(=O)(=O)N2CCC(=O)N(CCOC(=O)Nc3ccccc3C)CC2)cc1
    i, 0.22, i
O=C(N/N=C/c1cccc(O)c1)c1cc(C2CC2)nc2ccccc12
    i, -0.52, i
Cc1ccc(N2C(=O)Nc3cc(Cl)c(Cl)cc3N2O)cc1Cl
    i, -0.23, i
Cc1cc(C(=O)NCC2CCCO2)n(-c2ccccc2)n1 (configuration not stated)
    i, 0.5, i
Cc1ccc(N2CCN(C(=O)N3CCOCC3)CC2)cc1C
    i, -1.43, i
CCOc1ccc2nc(SCC(=O)NCc3ccccc3OC)[nH]c2c1
    i, 0.03, i
C=CCn1c(SCC(=O)NCCc2ccccc2)nc2c([nH]c3ccccc32)c1=O
    i, 0.38, i
Cc1ccc(Nc2ccc(NCc3ccccc3)nn2)cc1C
    i, -0.93, i
O=C(c1ccco1)N1CCN(Cc2nc(-c3cccs3)no2)CC1
    i, 0.08, i
CCCC(=O)NC(Nc1ccc(S(=O)(=O)Nc2cc(C)on2)cc1)(C(=O)OCC)C(F)(F)F (configuration not stated)
    i, 0.75, i
COc1cccc(/C=N/NC(=O)c2c(-c3ccccc3)noc2C)c1
    i, -2.15, i
O=C(NCc1ccc2c(c1)OCO2)C(=O)NCC1CCCO1 (configuration not stated)
    i, -2.32, i
O=C(Nc1nccs1)c1csc2c1CCCC2
    i, 0.79, i
O=C(NCc1ccccc1)C(c1ccco1)N(C(=O)c1csnn1)c1ccccc1 (configuration not stated)
    i, 0.09, i

Rewritten field by field: two of the compounds above
structure: Cc1ccc(Nc2ccc(NCc3ccccc3)nn2)cc1C
  KCNQ2 block = i | Kir21 block = -0.93 | CHT block = i

structure: O=C(c1ccco1)N1CCN(Cc2nc(-c3cccs3)no2)CC1
  KCNQ2 block = i | Kir21 block = 0.08 | CHT block = i

(list continues)
Results follow in this order: KCNQ2 block, Kir21 block, CHT block
Cc1cc(=S)cc(C)n1CCCO
    i, 0, i
COc1ccc(-c2noc(CCCC(=O)NC3CCCC3)n2)cc1OC
    i, 0.21, i
Cc1nn(C(C)C(=O)NCc2ccccc2F)c(=O)c2nn(-c3ccccc3)c(C)c12 (configuration not stated)
    i, 0.94, i
CC(CCc1ccccc1)NC(=O)COC(=O)c1ccccc1O (configuration not stated)
    i, -0.64, i
O=C(N[C@@H](Cc1ccc(O)cc1)C(=O)O)C(c1ccccc1)c1ccccc1
    i, 1.84, i
CCN(CC)S(=O)(=O)c1cccc2c(N(C)C)cccc12
    i, -0.41, i
CCCc1ccc2oc(C(=O)N(Cc3nccn3C)C(C)C)c(C)c2c1
    i, 0.02, i
O=c1cc(-c2ccccc2F)nc(-c2ccccc2F)o1
    i, 0.85, i
COc1ccc(CCN(C)C(=O)CSc2ncnc3sccc23)cc1OC
    i, -2.59, i
CCOc1cc(C(=O)OCC(=O)c2cc(C)n(CC3CCCO3)c2C)ccc1OCC(=O)N1CCOCC1 (configuration not stated)
    i, 0.08, i
O=C1NC[C@H](CC2CCCCC2)N(CC2CCCCC2)C1=O
    i, 0.76, i
CCC(CC)C(=O)Nc1ccccc1NC(C)=O
    i, -1.35, i
COc1ccccc1NC(=O)CSc1ccc2nnc(-c3cccnc3)n2n1
    i, 0.03, i
O=C(O)CCn1c(SCCOc2ccccc2)nc2ccccc21
    i, 0.47, i
CC1(C)Cc2ccccc2C(C(Cc2ccccc2)C(N)=O)=N1 (configuration not stated)
    i, -2.29, i
O=C(NCCc1c[nH]c2ccccc12)Nc1ccccc1
    i, -1.26, i
c1ccc(-c2nnc(CN3CCC4(CC3)OCCO4)o2)cc1
    i, 1.24, i
CCC(=O)Nc1sc2c(c1C(=O)N(C)C)CCCCC2
    i, 0, i
Cc1cc(C)nc(N2CCC(C(=O)Nc3ccc4c(c3)OCO4)CC2)n1
    i, 2.28, i
O=C(Cc1ccc(Br)cc1)N1CCCCCC1
    i, -1.37, i

Rewritten with values ahead of the structure: part of the list above
KCNQ2 block | Kir21 block | CHT block | canonical_smiles
i | -2.29 | i | CC1(C)Cc2ccccc2C(C(Cc2ccccc2)C(N)=O)=N1 (configuration not stated)
i | -1.26 | i | O=C(NCCc1c[nH]c2ccccc12)Nc1ccccc1

Other structures follow:
| Compound | KCNQ2 block | Kir21 block | CHT block |
| --- | --- | --- | --- |
| Cc1noc(C(=O)Nc2cccc(O)c2)c1Cl | i | -0.11 | i |
| CC(=O)N1CCc2cc(S(=O)(=O)NCCC3=CCCCC3)ccc21 | i | -0.44 | i |
| Cc1nc2ccccc2nc1N/N=C/c1ccc(O)cc1O | i | 0.84 | i |
| CCC(=O)N1CCc2cc(S(=O)(=O)N(C)c3ccc(OC)cc3OC)ccc21 | i | 0.16 | i |
| O=C(COC(=O)c1cc([N+](=O)[O-])ccc1N1CCOCC1)c1ccccc1 | i | 0.77 | i |
| CC(C)(C)OC(=O)NCc1ccc(CNC(=O)c2[nH]cnc2C(=O)N[C@@H](Cc2ccccc2)C(=O)OCc2ccccc2)cc1 | i | -1.44 | i |
| CC(C)c1ccc2oc(=O)cc(CN3CCOCC3)c2c1 | i | 1.35 | i |
| Cc1cc(C(=O)CN2C(=O)NC3(CCCc4ccccc43)C2=O)c(C)n1Cc1cccs1 (configuration not stated) | i | -0.07 | i |
| CCOc1ccc2nc(NCCCNS(=O)(=O)c3ccccc3)c(C#N)cc2c1 | i | -0.6 | i |
| Cc1ccc(C2=NS(=O)(=O)N(C)C(C(=O)NCc3ccco3)=C2)cc1 | i | 0.31 | i |
| COc1ccc(CC(=O)NCCc2ccc(Cl)cc2Cl)cc1 | i | 0 | i |
| CCC(CC)C(=O)c1c[nH]c(C(=O)NCc2ccccc2)c1 | i | -0.05 | i |
| CCOC(=O)c1cc(C(C)=O)c(=O)n(C)c1N | i | 1.05 | i |
| CC(=O)Oc1oc(-c2ccccc2)nc1C=Nc1ccc(N(C)C)cc1 | i | -0.62 | i |
| COc1ccc(CC(NC(C)=O)C(=O)NC2CCN(S(=O)(=O)c3cccc4ccccc34)CC2)cc1OC (configuration not stated) | i | -0.04 | i |
| Cc1nn(C)cc1C(=O)Nc1ccccc1Br | i | -0.21 | i |
| Cc1ccc(C(=O)c2c3ccc(C(F)(F)F)cc3[n+]([O-])n2CCC(N)=O)cc1 | i | 0.92 | i |
| O=C(CSc1ccc(-c2ccc(Br)cc2)nn1)NCC1CCCO1 (configuration not stated) | i | -0.83 | i |
| Cc1nc(C(F)(F)F)ccc1C(=O)N1CCCCC1 | i | -0.06 | i |
| O=C(N/N=C/c1ccc(Cl)c(Cl)c1)c1ccc2nc[nH]c2c1 | i | 1.05 | i |
| CCn1c(CSc2ncccn2)nnc1SCC(=O)N1CCCCC1 | i | 1.34 | i |
| COc1ccc(CONc2ncnc3nonc23)cc1[N+](=O)[O-] | i | 0.5 | i |
| Cc1ccc(S(=O)(=O)NCc2cccnc2)c(C)c1 | i | -0.83 | i |
| O=C(N/N=C/c1cccnc1)c1ccc(NC(=O)C(c2ccccc2)c2ccccc2)cc1 | i | 1.23 | i |
| Cc1cccc(Nc2nc(N)nc(CSc3nccn3C)n2)c1 | i | -0.69 | i |
| COc1ccc(Cl)cc1NC(=O)[C@@]1(CC(=O)O)CC(/C=C/c2ccccc2)=NO1 | i | 0.27 | i |
| Oc1ccccc1-c1n[nH]c(=S)n1Cc1ccco1 | i | -0.52 | i |
| CCOC(=O)C1CCN(C(=O)CCc2nc3sc4c(c3c(=O)[nH]2)CCCC4)CC1 | i | -0.87 | i |
| Cc1ccc(NC(=O)c2cccc(S(=O)(=O)N3CCc4ccccc4C3)c2)nc1 | i | 0.57 | i |
| COc1ccc(Nc2nc(NCc3ccco3)nc(N)c2[N+](=O)[O-])cc1 | i | 0.03 | i |

With a hit mark in Kir21 block, among the entries above:
| Compound | KCNQ2 block | Kir21 block | CHT block |
| --- | --- | --- | --- |
| Cn1c(-c2ccccc2)cnc1NCc1ccc(F)cc1 | i | -4.89* | x |

Additional entries follow.
| Compound | KCNQ2 block | Kir21 block | CHT block |
| --- | --- | --- | --- |
| O=C(N/N=C/c1ccco1)c1ccc(Br)o1 | i | -0.08 | i |
| CCOC(=O)N1CCC(=NNc2nc3ccccc3s2)CC1 | i | -0.09 | i |
| CCCn1c(SCC#N)nc2c(c1=O)C1(CCCC1)Cc1ccccc1-2 | -6.39* | 0.31 | i |
| Cc1ccc(C(=O)CCC(=O)Nc2ncccc2O)cc1 | i | -1.74 | i |
| Cc1ccc(NC(=O)c2ccc3nc[nH]c3c2)nc1 | i | 0.95 | i |
| CC1C(=O)N2CCCc3cc(NC(=O)C(=O)NCCc4ccc(F)cc4)cc1c32 (configuration not stated) | i | -0.36 | i |
| O=C(Nc1nccs1)c1ccc(CSc2nnnn2-c2ccccc2)cc1 | i | -1.23 | i |
| Cc1ccc(N2CC(c3nc4ccccc4[nH]3)CC2=O)c(C)c1 (configuration not stated) | i | -0.66 | i |
| COc1ccc(NC(=O)C2CCCN2C(=O)OCc2ccccc2)cc1 (configuration not stated) | i | -0.47 | i |
| CC(C)CCNC(=O)C(c1ccc(O)cc1)N(Cc1ccco1)C(=O)CCC(=O)Nc1nccs1 (configuration not stated) | i | 1.81 | i |
| CN1CCN(C2=Nc3cc(Cl)ccc3Nc3ccccc32)CC1 | i | -1.2 | i |
| Cc1c(Cl)ccc(S(=O)(=O)Nc2cccnc2)c1Cl | i | 0.77 | i |
| CCc1ccc(NC(=O)CS(=O)CC(=O)N2CCN(c3ccccc3F)CC2)cc1 (configuration not stated) | i | 0.37 | i |
| O=C(Nc1ccccc1N1CCCC1)C1CC(=O)N(Cc2ccccc2)C1 (configuration not stated) | i | -1.61 | i |
| Cc1cccc(-c2nc(CN3CCCC(C(=O)NC4CCCCC4)C3)c(C)o2)c1 (configuration not stated) | i | 0.22 | -5.75* |
| O=C(CSc1ncccc1C(=O)O)c1cccc(C(F)(F)F)c1 | i | 0.58 | i |
| CSC1=N/C(=C\c2ccc(C)o2)C(=O)S1 | i | 0.33 | i |
| COc1ccc(/C=N/NC(=O)c2cccc([N+](=O)[O-])c2)cc1OC | i | 0.39 | i |
| O=C(Nc1nncs1)C(Sc1ccccc1)c1ccccc1 (configuration not stated) | i | -0.2 | i |
| CN(CC(=O)Nc1cccc(F)c1)C(=O)/C=C/c1ccc2ccccc2n1 | i | -0.01 | i |
| Cn1cnc2c(oc3ccccc32)c1=O | i | 2.06 | i |
| COc1cc2cc(C(=O)N/N=C/c3ccccc3Cl)[nH]c2cc1OC | i | 0.2 | i |
| O=C(NCc1ccccn1)C1CCCN(S(=O)(=O)c2cccc3nsnc23)C1 (configuration not stated) | i | -2.17 | i |

Bioassay records (PubChem)

Compounds as they come; about 2.6% have a hit in one of these screens.
